# Screens (PubChem)
# NTR1 ag: agonists of NTR1, primary screen, imaging, U2OS cells, beta-arrestin-GFP, high content (AID 493036). NTR1-U2OS beta-arrestin-GFP spot imaging, agonist mode. activation, % at 20 µM. 0.17% of 330,000 active;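 active = activation at or above 40% of the spot to cytoplasm intensity ratio, with at least 20 cells analyzed; inconclusive = wells under 20 cells, flagged as cytotoxic or low count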;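 note: 0% = DMSO without peptide and 100% = 100 nM NTR1 peptide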
# Target sequence (P30989 whole entry, looked up): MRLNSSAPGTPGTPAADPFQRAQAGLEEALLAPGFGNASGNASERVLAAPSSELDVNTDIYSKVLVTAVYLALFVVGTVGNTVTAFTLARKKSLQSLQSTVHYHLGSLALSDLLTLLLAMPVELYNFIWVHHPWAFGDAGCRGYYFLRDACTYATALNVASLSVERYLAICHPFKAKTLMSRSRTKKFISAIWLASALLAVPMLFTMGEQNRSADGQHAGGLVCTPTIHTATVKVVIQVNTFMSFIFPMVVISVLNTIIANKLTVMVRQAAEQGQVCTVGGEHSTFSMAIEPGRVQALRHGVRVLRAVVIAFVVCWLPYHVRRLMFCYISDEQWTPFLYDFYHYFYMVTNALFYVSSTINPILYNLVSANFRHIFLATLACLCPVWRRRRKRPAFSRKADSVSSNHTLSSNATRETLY
# RSV CPE inhibition: RSV antiviral activity via CPE protection, HEp-2 cells, primary 10 µM value included (AID 2391) | HEp-2 cells, RSV-induced CPE inhibition; higher % means a stronger effect | CPE inhibition, % at 10 µM; hits with a dose series show IC50 in µM | 0.13% of 310,000 active; in the data active = a potency from the dose series; inconclusive = CPE inhibition mostly from about 23% at the one dose, without a potency; inactive = the rest, 99 in 100 with CPE inhibition below about 21%; note: strong numbers were not always called active
# AID2073: inhibitors of Mint1-CaV2.2 protein interaction, biochemical, HTRF (AID 2073); 0.19% of 290,000 active; inhibition, % at 20 µM, or IC50 in µM where a hit was titrated; HTRF protein-protein interaction, Mint1-CaV2.2; higher % means a stronger effect; in the data active = inhibition mostly above about 51%, no sharp cut-off; inconclusive = no clear call, values can overlap the other calls; inactive = mostly below about 53%; note: some results filed as inactive read as strong as hits
# NS5 inhibitors: Dengue-2 NS5 methyltransferase inhibitors, primary screen, biochemical, confirmation dose response (AID 588689); inhibition, % at 25 µM; hits with a dose series show IC50 in µM; Dengue-2 NS5 methyltransferase capping enzyme assay, biochemical; higher % means a stronger effect; 0.3% of 340,000 active; in the data active = a potency from the dose series; inconclusive = inhibition above about 29% without an active follow-up result
# WT yeast gro inh: growth inhibition of WT yeast, mitochondrial fusion screen | 2.1% of 190,000 active | AID 1362 | inhibition, % at 10 µM | mitochondrial fusion phenotypic screen, WT strain; in the data active = inhibition above about 58%; tested in S. cerevisiae
# GPR35 antagonists: GPR35 antagonists blocking zaprinast-driven arrestin recruitment, primary screen, imaging, U2OS, beta-arrestin-GFP, zaprinast agonist (AID 2058); U2OS GPR35 beta-arrestin-GFP translocation imaging, zaprinast antagonism; higher % means a stronger effect; 0.052% of 290,000 active; one-dose inhibition, % at 10 µM; IC50 in µM for titrated hits;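 active = inhibition of at least 50% with at least 30 cells and total cytoplasm GFP at most 10,000,000; inconclusive = under 30 cells or total GFP of 10,000,000 plus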
# K1F lysis inhibition: inhibition of K1F phage lysis, E. coli UTI89, bacterial capsule biogenesis inhibitors, alamar blue (AID 488966) | E. coli UTI89 K1F phage lysis, alamar blue, 2 h; higher % means a stronger effect | 0.02% of 340,000 active | one-dose inhibition, % at 100 µM; IC50 in µM for titrated hits;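 active = phage lysis inhibition, versus mean bacterial control, above a set limit; inconclusive = no clear call, values can overlap the other calls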;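 note: capsule biogenesis inhibitors block K1F phage lysis so surviving cells raise fluorescence; higher fluorescence means more inhibition of phage lysis; actives were called in the ten point dose series up to 300 µM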
# LYP phosphatase: PTPN22 lymphoid phosphatase activity blockers – biochemical, fluorescence intensity, uHTS (AID 1779) | recombinant LYP phosphatase, fluorescence intensity; higher % means a stronger effect | inhibition, % at 11.5 µM; hits with a dose series show IC50 in µM | 0.054% of 290,000 active; in the data active = inhibition above about 50%;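 note: plate controls were vehicle with enzyme for no effect and no enzyme for full effect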
# Autophagy mod: modulators of autophagy. MEF GFP-LC3 puncta imaging; test concentration mostly 10 µM. calls only at 10 µM (by protocol). 0.98% of 190,000 active;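 active = percentage of spot-positive cells more than 3 SD above its plate mean, without a fluorescence outlier flag or 80% toxicity; inconclusive = no clear call, values can overlap the other calls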;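 note: spot-positive cell cutoff set from DMSO-treated cells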
# WT yeast gro inh mutant strain: recorded beside WT yeast gro inh, whose call it bears; inhibition, %; mitochondrial fusion phenotypic screen, mutant strain inhibition
# Autophagy mod cell loss 18 h: also measured in Autophagy mod; calls as there; toxicity, %; measured here: cell loss, nuclei count;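 cell loss after 18 h compound exposure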
# NTR1 ag cell count 20 µM: also measured in NTR1 ag; calls as there; cell count; measured here: cell count, cytotoxicity flag
# NS5 inhibitors pilot replicate: also measured in NS5 inhibitors; calls as there; inhibition, %; measured here: pilot screen replicate inhibition
# Starred values were filed as active, the others as inactive; i = inactive; ? = inconclusive; . = not tested or not shown; + = active, no number; [ ] = dose if it differs, or a comment.
SMILES,NTR1 ag,NTR1 ag cell count 20 µM,RSV CPE inhibition,AID2073,NS5 inhibitors,WT yeast gro inh,WT yeast gro inh mutant strain,GPR35 antagonists,K1F lysis inhibition,LYP phosphatase,Autophagy mod,Autophagy mod cell loss 18 h,others
COC(=O)C(Cc1ccccc1)N1CCS(=O)(=O)CC1 (stereo not given),-0.8,31,0.6%,-3%,-9%,-1,1,6%,-0.2%,-11%,i,-21,
COc1cc([N+](=O)[O-])cc2cc(C(=O)NC(C)(C)C)c(=O)oc12,1.4,90,2.0%,-18%,-7%,0,3,-5%,0.3%,-4%,i,10,
CCOc1ccccc1N1CCN(C(=O)CN2C(=O)NC3(CCCC3)C2=O)CC1,0.1,49,0.5%,.,-5%,.,.,.,-1.4%,.,.,.,
Cc1nn(C)c(Oc2ccc(Cl)cc2)c1C=O,-0.9,78,5.5%,14%,-6%,8,-6,3%,0.1%,3%,i,16,
O=[N+]([O-])c1cccnc1N1CCC(c2cc(-c3cccc(C(F)(F)F)c3)n[nH]2)CC1,37,60,-1.4%,0%,1%,78*,34*,-11%,4.0%,3%,i,-7,
CCCCCc1nnc(NC(=O)C2CCCO2)s1 (stereo not given),-0.4,74,0.8%,8%,1%,21,24,-12%,2.3%,-10%,i,-11,
O=C(O/N=C/c1ccc2c(c1)OCO2)c1ccccc1Cl,-0.8,52,0.5%,-10%,.,20,17,8%,.,-7%,i,16,
CCOC(=O)c1sc2nccc(N(C)C)c2c1N=CNOCc1c(F)cccc1Cl,8.3,64,?,33%,-3%,40,24,12%,0.1%,-4%,i,-7,
Cc1ccc(C)c(CN2C(=O)C3CCCN3c3ccc(S(=O)(=O)N4CCOCC4)cc32)c1 (stereo not given),-0.4,99,?,27%,.,-1,0,6%,.,5%,i,-3,
CCC(=O)Nc1cccc(-c2nnc(-c3cccc(NC(=O)CC)c3)o2)c1,5.9,55,1.3%,6%,-4%,9,-8,8%,2.9%,-4%,i,-3,
CC1=C(C(=O)N2CCc3ccccc32)C2(CCC(C)CC2)OC1=O (stereo not given),-0.4,71,1.5%,5%,-8%,25,-10,4%,0.0%,-1%,i,42,NS5 inhibitors pilot replicate=-3.0
Cc1cccc(CCN2CCC(C(=O)c3ccc(NS(C)(=O)=O)cc3)CC2)n1,-1.1,52,2.4%,-25%,.,-4,10,-15%,.,-2%,.,.,
CC(=O)O[C@H]1CC[C@@]2(C)[C@@H](CC[C@H]3[C@@H]4CC[C@H](C(C)O)[C@@]4(C)CC(=O)[C@@H]32)C1 (stereo not given in full),0.7,66,-1.8%,.,1%,.,.,.,2.2%,.,.,.,
CS(=O)(=O)c1ccccc1C(=O)N(CCc1ccccc1)Cc1ccccc1,0.2,46,2.2%,15%,-8%,.,.,-5%,-0.5%[50 µM],-9%,.,.,
CC(=O)Nc1ccc(S(=O)(=O)Nc2ccc3[nH]c(=O)[nH]c3c2)cc1,1.3,48,1.8%,-12%,-4%,.,.,26%,-0.1%,-2%,.,.,
Cc1ccc(NS(=O)(=O)c2cc3c4c(cccc4c2)C(=O)NC3=O)cc1,1.2,45,0.7%,28%,5%,.,.,-15%,-0.4%,-6%,i,5,
CN1C(=O)C(C)(C)c2cc(S(=O)(=O)N(C)Cc3ccccc3)ccc21,1.2,53,5.4%,-3%,-6%,.,.,-12%,2.3%,-11%,.,.,
Cc1cnc([N+](=O)[O-])n1CCOC(=O)NC(=O)c1ccccc1Cl,0.5,63,0.4%,0%,-8%,2,9,15%,0.2%,-2%,i,-7,
Cn1cc(CN2CCc3c([nH]c4ccccc34)C2C2CCCCC2)cn1 (stereo not given),-0.8,92,-0.8%,9%,-1%,-6,-5,7%,-1.3%,-6%,i,3,
Cc1ccccc1C(=O)NC1CCN(CC(=O)Nc2ccc(Br)cc2)CC1,1.0,45,0.1%,0%,-5%,.,.,8%,0.0%,-4%,.,.,NS5 inhibitors pilot replicate=-6.1
CCOC(=O)N1CCN(C(=O)CSc2nnc(-c3ccc(Cl)s3)o2)CC1,-1.2,32,0.9%,2%,.,.,.,-8%,.,-1%,i,-10,
Cc1cc(NCCN2CCOCC2)n2nc(C)c(-c3ccc(Cl)cc3)c2n1,2.5,50,76%,7%,-6%,0,-5,6%,0.5%,-6%,+,-38*,
CCCCOC(=O)Cn1c(=O)c2c(nc(Br)n2Cc2ccccc2)n(C)c1=O,3.1,85,?,-3%,-3%,4,8,18%,0.2%,-2%,i,11,
C=CCn1c(-c2ccccc2OC)n[nH]c1=S,0.6,64,1.8%,18%,-5%,-11,-5,4%,2.5%,-5%,i,7,
CCC/C(=N/NC(=O)c1ccccc1Cl)c1ccccc1,4.2,46,-0.6%,-6%,-9%,-16,-9,2%,0.3%,-7%,i,4,
COc1ccc(C2N(C(=O)CN3CCOCC3)CCN2S(=O)(=O)c2ccccc2)cc1 (stereo not given),0.9,55,0.2%,5%,-1%,.,.,4%,7.9%,-6%,i,3,
Cc1ccn2cc(-c3nonc3C)cc2c1,-0.1,33,3.0%,48%,4%,9,4,1%,-0.4%,-7%,i,-3,
CC1(C)CC(=O)C(C=NCCN2CCNCC2)=C(O)C1,0.4,35,-0.1%,3%,-4%,-11,-2,-3%,-0.6%,-1%,i,-4,
COc1ccc(/C(O)=C2/C(=O)C(=O)N(CCN3CCOCC3)C2c2ccccn2)cc1 (stereo not given),-1.3,65,-0.8%,-7%,1%,-15,2,-4%,1.6%,-4%,i,24,
O=c1c(N2CCOCC2)coc2ccccc12,-0.7,90,-0.7%,2%,0%,-18,-12,7%,0.6%,-6%,i,6,
CCC1(C)Cc2c(sc3nc(SC)[nH]c(=O)c23)CO1 (stereo not given),3.1,61,0.3%,1%,2%,.,.,8%,0.2%,-2%,.,.,
CCCn1c(N)c(C(=O)CSc2nnc(-c3ccco3)n2Cc2ccccc2)c(=O)[nH]c1=O,2.9,83,1.5%,.,-2%,-32,-8,.,-0.2%,.,i,10,
C/C(=N\NC(=O)CN1CCN(c2ccc(F)cc2)CC1)c1ccco1,-0.1,52,1.0%,.,-3%,.,.,.,0.7%,.,.,.,
CCOc1ccc(S(=O)(=O)N2CCOCC2)cc1NC(=O)CN1C(=O)NC2(CCCC2)C1=O,0.2,53,1.1%,.,0%,.,.,.,0.8%[50 µM],.,.,.,
COC(=O)c1cn(NC(=O)c2cccnc2)c(=O)c2ccccc12,0.6,74,1.3%,1%,7%,5,-7,-8%,0.2%,-5%,i,-2,
CCOc1ccccc1NC(=O)c1cc(=O)c2ccccc2o1,-0.1,64,1.1%,21%,-6%,.,.,4%,0.3%,-10%,.,.,
Cn1ccc(C(=O)OCC(=O)c2ccccc2)n1,0.0,89,1.2%,4%,-5%,0,-3,7%,-0.3%,-4%,i,12,
CCCCn1cnc2c(c1=O)c1nc3ccccc3nc1n2Cc1ccc2c(c1)OCO2,6.9,67,1.6%,-4%,10%,.,.,21%,0.3%,-5%,.,.,
COc1ccc(C(=O)NNC(=O)c2snnc2C)cc1,-1.2,47,.,-4%,-11%,.,.,14%,-0.2%,-3%,.,.,
COc1ccc(C2=NOC(C(=O)NCc3ccco3)C2)cc1OC (stereo not given),.,.,2.6%,0%,-1%,10,1,10%,1.1%,-9%,i,4,
CN(C)/C=C1\N=C(c2ccccc2)OC1=O,0.4,89,-0.2%,1%,-1%,12,-2,-7%,0.3%,6%,i,3,
COCCNC(=O)CN(C(=O)c1ccc(N2CCCC2)nc1)c1ccc(Cl)cc1,0.3,48,1.8%,-4%,-5%,.,.,-15%,i,4%,.,.,
O=S(=O)(Nc1cccc(-n2cnnn2)c1)c1cc(Cl)ccc1Cl,0.1,50,3.6%,5%,-2%,.,.,3%,i,-13%,.,.,
NC(=O)CSc1nnc(C2CC2)n1Cc1ccccc1,-5.2,90,1.4%,2%,-3%,-17,-11,-5%,4.8%,-10%,i,8,
O=S(=O)(NCCOC12CC3CC(CC(C3)C1)C2)c1cccc2nsnc12,-0.5,53,15%,0%,3%,4,-8,-5%,-0.1%,-4%,i,6,
Cc1noc(C)c1C(=O)NCc1ccccc1F,-0.6,44,-0.8%,5%,0%,22,16,-2%,0.2%,-12%,i,5,
CCc1nccn1CCC(=O)NC1CC(C)(C)Cc2c1cnn2-c1ccc(OC)cc1 (stereo not given),0.3,62,0.3%,3%,-1%,.,.,-4%,0.1%,-12%,.,.,
CN1CCN(c2ccc(NC(=O)c3ccco3)cc2Cl)CC1,1.0,56,0.3%,-4%,4%,.,.,6%,2.1%[50 µM],-10%,.,.,
Cc1cccc(NC(=O)c2ccc(Cl)c(NC(=O)c3ccncc3)c2)c1C,0.0,35,0.1%,0%,-2%,-4,-12,3%,-1.0%,0%,i,-21,
CCOC(=O)C1(CC2CC2)CCN(S(=O)(=O)C[C@]23CC[C@H](CC2=O)C3(C)C)CC1,2.6,42,1.0%,8%,-7%,9,10,5%,-0.4%,-5%,i,13,
Cc1ccc(NC(=S)NCCN2CCOCC2)cc1F,-1.0,65,1.2%,1%,-6%,12,-2,-9%,0.3%,-3%,i,-6,
Cc1cc(C)nc(Nc2ccc(C(=O)O)cc2)n1,-0.9,39,0.5%,0%,-2%,0,4,6%,2.8%,-4%,i,26,
CN(C)c1ccc(/C=C/C(=O)c2cccnc2)cc1,-0.5,41,0.2%,-2%,?,.,.,17%,0.2%,-5%,.,.,
C/C(N)=C(/C#N)C(=O)COC(=O)CCS(=O)(=O)c1ccccc1,-0.9,64,0.0%,-2%,1%,6,10,-2%,-2.0%,-6%,i,5,
CC(=O)N1CCN(S(=O)(=O)c2cccc(C(=O)OCc3cccc(F)c3)c2)CC1,1.6,87,1.3%,.,3%,.,.,.,0.2%[50 µM],.,.,.,
COC(=O)C(C)(C(=O)OC)c1ccc(C(F)(F)F)cc1[N+](=O)[O-],-0.6,63,-1.3%,-4%,-1%,10,4,1%,0.2%,-11%,i,11,
Cc1cccn2c(=O)c3cc(C(=O)NCc4ccco4)c(=N)n(CCOCCO)c3nc12,-0.1,89,0.8%,.,19%,-9,0,.,-0.8%,.,i,8,NS5 inhibitors pilot replicate=3.3
COC(=O)c1sccc1NC(=S)Nc1cccc(F)c1,7.2,57,.,-6%,5%,.,.,0%,-1.0%,-6%,.,.,
